GAA glycogen mod = qHTS Assay for Inhibitors and Activators of Human alpha-Glucosidase Cleavage of Glycogen | Lysosomal alpha-glucosidase (Homo sapiens), P10253 | recombinant GAA, glycogen substrate, Amplex Red glucose oxidase fluorescence | Potency, µM (titrated, usually from 76.4 µM), inactives show at the top dose activity change, negative = inhibition, most hits filed as inhibitors | hit rate 0.38% among 300,000; active = well fitted inhibition curve with a large enough effect; inconclusive = small, poorly fitted or top-dose-only effect, or another doubt; inactive = no such curve, though single readings can be large or run the other way;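 also: 0% = full enzyme reaction and -100% = no-enzyme basal signal; the screen sought inhibitors and activators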
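Recombinant enzyme (4 nM final) with compounds titrated up to 77 uM and bovine liver glycogen (30 ug) in citrate pH 5.0, 0.01% Tween-20, 37 C 40 min. Released glucose detected by Amplex Red/glucose oxidase (Ex 573/Em 610); AC50 from Hill fits.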
Numbers without * were called inactive; ? = inconclusive; [ ] = dose if it differs, or a comment. Potency is read from the fitted curve at half-maximal effect.

structure,GAA glycogen mod
COc1ccc(S(=O)(=O)NCCc2ccccc2)c2cccnc12,4%
Cc1ccc(CS(=O)(=O)c2cn(CC(=O)N(C)c3ccccc3)c3ccccc23)cc1,-12%[76.3 µM]
O=C(CSc1n[nH]c(-c2ccccc2)n1)Nc1ccccc1O,4%[76.3 µM]
O=C(Nc1ncc([N+](=O)[O-])s1)C1COc2ccccc2O1 (configuration not stated),-5%[76.3 µM]
COc1ccccc1CNC(=O)Cn1ccc2cc(S(=O)(=O)N3CCCC3)ccc21,-5%[76.3 µM]
Cc1ccc(C)c(OCc2cc(C(=O)N3CCN(c4ccccc4)CC3)no2)c1,-7%[76.3 µM]
COc1cccc(CNS(=O)(=O)c2ccc3c(c2)CC(C)N3C(C)=O)c1 (configuration not stated),5%[76.3 µM]
CCOc1ccc(NS(=O)(=O)c2ccc3c(c2)N(C(C)=O)CCO3)cc1,-2%[76.3 µM]
COc1ccc2cc(C3c4cc(OC)c(OC)cc4CCN3C(=O)c3ccco3)c(=O)[nH]c2c1 (configuration not stated),0%
CC(C)[C@H](NC(=O)N1CCn2c1nc1ccccc12)C(=O)N[C@H](C(=O)O)c1ccccc1,-10%[76.3 µM]
Cc1ccc(C(=O)COC(=O)C(C)N2C(=O)C3C4CCC(C4)C3C2=O)cc1 (configuration not stated),1%[76.3 µM]
CCOC(=O)CNC(=O)C1CCC(CNS(=O)(=O)c2cccc3nsnc23)CC1 (configuration not stated),-15%[76.3 µM]
CN1CCN(C(=O)CCc2nnc3ccc(N4CCC5(CC4)OCCO5)nn23)CC1,0%[76.3 µM]
Cc1c(CCC(=O)N[C@@H](CCCNC(N)=O)C(=O)O)c(=O)oc2cc3oc4c(c3cc12)CCCC4,-15%
O=c1cc(CSc2ccc(Cl)cc2)nc(-c2ccccn2)[nH]1,3%
Cc1ccc(NC(=O)CCn2c(=O)c3cccn3c3ccccc32)cc1Cl,9%[76.3 µM]
Cc1ccc(S(=O)(=O)CC(=O)Nc2cc(C)on2)cc1,-3%
CCc1nnc(NC(=O)CSc2sc3c(O)cc(=O)[nH]c3c2C#N)s1,-10%
CC(=O)N1c2ccc(S(=O)(=O)N3CCCCC3)cc2CC1C(=O)Nc1ccc(F)cc1C (configuration not stated),1%[76.3 µM]
N#CCC(=O)Nc1ccc(C(=O)NCCC(c2ccccc2)c2ccccc2)cc1,8%[76.3 µM]
CC1CCN(c2ccc(-c3ccc(NC(=O)C(F)(F)F)cc3)nn2)CC1,-7%[76.3 µM]
C=CCc1ccc(OCc2ccc(C(=O)O)o2)c(OC)c1,-1%
COc1cccc(-c2nnc(NC(=O)c3ccco3)s2)c1,-3%[76.3 µM]
CCN(CC)c1nc2c(S(=O)(=O)c3cccc(Cl)c3)nnn2c2ccsc12,14%[76.3 µM]
COc1ccc(C(=O)NCc2csc(C(C)C)n2)cc1OC1CCN(C(C)=O)CC1,-1%[76.3 µM]
CC(C)[C@@H](C(=O)NC1CCCC1)N1C(=O)N2CCc3c([nH]c4ccccc34)[C@@]2(C)C1=O,-24%[76.3 µM]
COC(=O)c1ccc(NC(=O)CCS(=O)(=O)c2ccc(C)cc2)cc1,7%
O=C(CSc1nnc(-c2ccc(O)cc2)o1)NNC(=O)c1ccncc1,-2%
COc1cc(/C=C(\NC(=O)c2ccccc2)C(=O)Nc2nccs2)ccc1OC(C)=O,-3%
CC(C)[C@H](NC(=O)N1CC(=O)Nc2ccccc21)C(=O)N1CCC[C@@H]1C(=O)O,-2%[76.3 µM]

Already shown: entries from further up.
structure,GAA glycogen mod
COc1ccc(S(=O)(=O)NCCc2ccccc2)c2cccnc12,4%
Cc1ccc(CS(=O)(=O)c2cn(CC(=O)N(C)c3ccccc3)c3ccccc23)cc1,-12%[76.3 µM]
O=C(CSc1n[nH]c(-c2ccccc2)n1)Nc1ccccc1O,4%[76.3 µM]
O=C(Nc1ncc([N+](=O)[O-])s1)C1COc2ccccc2O1 (configuration not stated),-5%[76.3 µM]
COc1ccccc1CNC(=O)Cn1ccc2cc(S(=O)(=O)N3CCCC3)ccc21,-5%[76.3 µM]

Remaining list, next part
structure,GAA glycogen mod
CSc1ccc(CNC(=O)Cn2nc(C)c3c(C)n(-c4ccc(C)cc4)nc3c2=O)cc1,-2%[76.3 µM]
O=c1c2oc3ccccc3c2n(Cc2cccc(F)c2)c(=O)n1Cc1ccc2c(c1)OCO2,-14%[76.3 µM]
COc1cccc(N(CC(=O)N2CCOCC2)S(C)(=O)=O)c1,-4%[76.3 µM]
CCOc1ccc(S(=O)(=O)NCc2cccnc2)c2ccccc12,-5%
N#Cc1ccc(-c2ccc(OCC(=O)Nc3cccnc3)cc2)cc1,-4%[76.3 µM]
O=C(NCc1ccccc1)c1ccc(NC(=O)C2CCCO2)cc1 (configuration not stated),-6%[76.3 µM]
O=C(O)/C(=C\c1cccc(OCc2ccccc2)c1)c1ccc(F)cc1,-3%
CCC(=O)N1CCc2cc(S(=O)(=O)CCC(=O)Nc3ccc(C(C)=O)cc3)ccc21,-11%[76.3 µM]
O=C(Cn1c(=O)n(-c2cccc(C(F)(F)F)c2)c(=O)c2sccc21)NCC1CCCO1 (configuration not stated),-4%[76.3 µM]
CCN1CCc2c(sc(-n3cccc3)c2C(C)NC(=O)Nc2ccc(C(=O)OC)cc2)C1 (configuration not stated),4%[76.3 µM]
O=c1c2ccccc2n2c(-c3ccccc3O)nnc2n1Cc1ccc(F)cc1,10%[76.3 µM]
CC1(C)C2CCC1(CS(=O)(=O)NC(CC(=O)O)c1cccc(Br)c1)C(=O)C2 (configuration not stated),-3%
Cc1ccc2c(c1)N(CC(=O)NCCCN1CCN(C)CC1)C(=O)CO2,5%
O=C(N/N=C/c1ccc([N+](=O)[O-])cc1)c1cc(C2CC2)[nH]n1,5%[76.3 µM]
CCc1ccc(N2CC(C(=O)Nc3nc4ccc(S(C)(=O)=O)cc4s3)CC2=O)cc1 (configuration not stated),2%
CCN1CCCC1CNS(=O)(=O)c1ccc(Br)cc1 (configuration not stated),-11%
Cc1ccccc1CCNC(=O)C1CC(O)CN1C(=O)Nc1ccccc1 (configuration not stated),12%[76.3 µM]
Nn1c(SCC(=O)Nc2ccc3c(c2)OCCO3)nnc1-c1cccnc1,0%[76.3 µM]
CCCN(CCC)C(=O)CSc1nnc2cc(C)c3cc(C)cc(C)c3n12,-12%[76.3 µM]
O=C(Nc1ccc(Cl)cc1)Nn1cnnc1,1%[76.3 µM]
O=C(Nc1cc(F)ccc1F)N1CCC(CN2CCCC2)CC1,-14%[76.3 µM]
CCn1cc(CNC(=O)C2CCC(=O)N(CCc3cccc(F)c3)C2)cn1 (configuration not stated),-3%[76.3 µM]
Cc1ccc(-c2cc(C(=O)N/N=C/c3ccc([N+](=O)[O-])o3)c3ccccc3n2)o1,-4%[76.3 µM]
CSc1ccc(/C=N/NC(=O)C[n+]2ccccc2)cc1,1%
COc1ccccc1CN(C)C(=O)c1cc(-c2cc(OC)c(OC)c(OC)c2)nc2ccccc12,-2%
Cc1ccc([N+](=O)[O-])cc1NC(=S)NCCc1ccccc1,-13%[76.3 µM]
CC(C)=CC(=O)OCc1csc(CC(=O)Nc2ccccc2C)n1,-7%[76.3 µM]
Nn1cnnc1N/N=C/c1ccc(F)cc1,?
Cc1ccc(C(=O)N/C(=C/c2ccco2)C(=O)N2CCCCCC2)cc1,2%
CCOc1cc(/C=N/NC(=O)c2ccncc2)ccc1OC(=O)c1ccco1,0%[76.3 µM]

(listing goes on)
structure,GAA glycogen mod
CN(C)c1ccc(/C=C(\NC(=O)c2ccccc2)C(=O)NCCN2CCOCC2)cc1,-21%[76.3 µM]
Cc1cc(F)ccc1NC(=O)c1cc(S(=O)(=O)N2CCOCC2)cn1C,16%[76.3 µM]
Fc1c(F)c(-n2nnc3ccccc32)c(F)c(F)c1Cl,-24%
CC(=O)/C=C\c1ccccc1OC(=O)c1cc2ccccc2oc1=O,3%[76.3 µM]
COCCCN1C(=O)c2ccc(C(=O)OCC(=O)NCc3ccccc3OC)cc2C1=O,-1%[76.3 µM]
O=C(O)C1CCN(C(=O)COc2ccc3c(c2)oc(=O)c2ccccc23)CC1,-9%[76.3 µM]
CCCn1c(C(O)c2cccc(OC)c2)nc2ccccc21 (configuration not stated),13%[76.3 µM]
COc1cc(CCC(=O)OCC(=O)Nc2ccc(F)cc2F)cc(OC)c1OC,-3%
COCC(CN1CCN(C2=NS(=O)(=O)c3ccccc32)CC1)OC(=O)c1ccc(OC)cc1 (configuration not stated),2%
CC(Cc1ccccc1)NC(=O)CN1C(=O)c2ccccc2S1(=O)=O (configuration not stated),-3%[76.3 µM]
CC(=O)N1CCN(S(=O)(=O)c2cccc(C(=O)Nc3ccc(OC(F)F)cc3)c2)CC1,-7%
CCOc1ccccc1CNC(=O)Cn1cc2c(n1)-c1c(oc(C(=O)N3CCCC3)c1C)CC2,-12%[76.3 µM]
COc1cc(/C=C2\C(=N)N3N=C(S(C)(=O)=O)SC3=NC2=O)ccc1OS(=O)(=O)c1ccccc1,0%[76.3 µM]
COc1ccc(NC(=O)c2cc(-c3ccccc3O)no2)cc1,-9%[76.3 µM]
Clc1cccc(CSc2nnc(C3CCNCC3)o2)c1,-7%[76.3 µM]
NC(=S)c1cnn2c(-c3cccc(C(F)(F)F)c3)ccnc12,1%
Cc1ccccc1C(=O)NC(=S)N(C)C1CCCCC1,0%[76.3 µM]
CC(C)C(=O)Nc1ccc(Cl)cc1-c1nc2ccccc2[nH]c1=O,11%[76.3 µM]
COc1ccc2[nH]c(C(=O)N/N=C/c3ccc(O)cc3O)cc2c1,-24%
CCC1CN(C(=O)N2CCC(C(=O)NCCc3ccc(C)cc3)CC2)c2ccccc2O1 (configuration not stated),2%[76.3 µM]
Cc1cc(OCC(=O)Nc2ccccc2C(N)=O)c2c(C)cc(=O)oc2c1,-8%[76.3 µM]
COc1cc(Br)c(C(=O)c2nccc3cc(OC)c(OC)cc23)cc1OC,2%[76.3 µM]
COc1ccc(NC(=O)c2cc(-c3ccc(C)cc3)on2)cc1,0%[76.3 µM]
CC(C)(C)c1ccc(C(=O)NNC(=O)c2ccncc2)cc1,0%[76.3 µM]
Cc1ccc2c(c1)c1c3n2CCN(C=O)C3CCC1 (configuration not stated),2%[76.3 µM]
O=S(=O)(NCC1CC1)c1ccc(F)c(Cl)c1,-2%
Nc1c(C=C2C=CC(=O)C=C2)c(=O)nc2sc(CC(=O)N3CCCC3)nn12,6%[76.3 µM]
Cn1nnnc1SCCCNCc1ccc(-c2ccc(F)c(Cl)c2)o1,-5%[76.3 µM]
COc1c(C)cccc1C(=O)NCc1ccc2c(c1)OCO2,0%
O=C(N/N=C/c1ccc(OC(=O)c2ccc([N+](=O)[O-])cc2)cc1)c1cccnc1,5%[76.3 µM]

3 entries out of the list above, ordered by their value in GAA glycogen mod, high to low:
structure,GAA glycogen mod
CCc1ccc(N2CC(C(=O)Nc3nc4ccc(S(C)(=O)=O)cc4s3)CC2=O)cc1 (configuration not stated),2%
Cc1ccc(S(=O)(=O)CC(=O)Nc2cc(C)on2)cc1,-3%
CCc1nnc(NC(=O)CSc2sc3c(O)cc(=O)[nH]c3c2C#N)s1,-10%

Next section.
structure,GAA glycogen mod
Cc1ccc(N2CC(C(=O)Nc3ccccc3C(=O)N3CCOCC3)CC2=O)cc1 (configuration not stated),4%[76.3 µM]
Cc1ccc(C)c(N2CCN(C(=O)c3cc(S(=O)(=O)N4CCOCC4)cn3C)CC2)c1,9%[76.3 µM]
OC(CNCc1cccs1)c1ccccc1 (configuration not stated),-3%
COc1ccc(CNC(=O)CN(Cc2ccccc2)C(=O)CCC(=O)Nc2ccccn2)cc1,10%
CCOC(=O)C1CCN(C2CCN(C(=O)c3oc4c(C)c(C)ccc4c3C)CC2)CC1,1%[76.3 µM]
O=C(c1cccc(C(F)(F)F)c1)C1CCCN(C(=O)CN2CCOC2=O)C1 (configuration not stated),-8%[76.3 µM]
O=S(=O)(Nc1ccc(Br)cc1)N1CCOCC1,2%[76.3 µM]
O=C(CN(Cc1ccco1)C(=O)CNS(=O)(=O)c1ccc(F)cc1)NCc1ccccc1,3%
O=C(c1ccc2c(=O)n(Cc3ccc(Cl)cc3)c(=S)[nH]c2c1)N1CCCC1,-5%[76.3 µM]
CCC1CCCCN1CCCNC(=O)c1ccc(CS(=O)(=O)c2ccccc2OC)o1 (configuration not stated),2%[76.3 µM]
COc1ccc(CC(=O)NC(C)c2ccc3ccccc3c2)cc1 (configuration not stated),0%[76.3 µM]
Cc1ccc(C(=O)N2c3nc(-c4ccco4)nn3C3(CCCCC3)[C@@H]3CCCC[C@@H]32)cc1,-6%[76.3 µM]
Cc1cccc(NC(=O)NCc2ccc3c(c2)OCO3)c1,2%[76.3 µM]
COc1ccc2[nH]c3c(c2c1)[C@@H]1CCN2C(=O)CCC[C@H](C3)[C@H]12,-5%[76.3 µM]
COc1ccc(CC(=O)NCC2CCCN(Cc3ccc(OC)cc3F)C2)cc1 (configuration not stated),5%[76.3 µM]
CCc1nn(CC(=O)N2CC(C)CC(C)C2)c(=O)c2cccn12 (configuration not stated),-2%[76.3 µM]
CC(C)(C)C(=O)N1c2ccccc2CCc2ccccc21,-7%[76.3 µM]

Screening data deposited in PubChem BioAssay by National Center for Advancing Translational Sciences (NCATS).

This is a subset (hit frequency here may not be typical).
